Assay outcomes from PubChem BioAssay.
RGS4 inhibitor = blocks human RGS4-accelerated GTP hydrolysis; Potency, µM (highest dose often 114 µM), for inactives: at the top dose activity change, negative = inhibition, hits mostly inhibitors; actives 0.039% (n = 390,000); P49798; Transcreener GDP fluorescence polarization, RGS4-accelerated GTP hydrolysis; also: % is scaled to controls: 0 for no effect and ±100 for the full control effect; nearly all actives have a fitted effect of over 75% in size; some results filed as inactive show a strong effect at the top dose
Target sequence (P49798 whole entry, looked up): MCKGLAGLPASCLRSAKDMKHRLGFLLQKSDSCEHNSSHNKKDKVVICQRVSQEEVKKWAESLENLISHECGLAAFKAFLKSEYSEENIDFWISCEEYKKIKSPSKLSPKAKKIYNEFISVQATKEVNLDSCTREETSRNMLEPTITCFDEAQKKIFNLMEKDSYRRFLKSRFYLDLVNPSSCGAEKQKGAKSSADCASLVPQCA
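MLSMR compounds (23 nl, pin-transferred) preincubated 10 min at room temperature with a 500nM (2x) first reagent, then RGS4 at 900nM (2x) plus Transcreener GDP mix added; fluorescence polarization (620/688 nm) read before and after 90 min at 30 °C.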
Pin1 inh = human Pin1 inhibition; Q13526; Pin1 FP peptide displacement, HiFluor488, 10 min; Potency, µM (highest dose often 115 µM), without a hit: at the highest dose activity, negative = inhibition, usual class: inhibitors; actives 0.009% (n = 390,000); AID 504891; active = well fitted inhibition curve with a large enough effect in the polarisation, with a control signal flat, not every such curve was filed as active; inconclusive = small, poorly fitted or top-dose-only effect, or effect the other way, or a change in a side signal; inactive = no such curve, though single readings can be large or run the other way; the % refers to the polarisation; also: % is scaled to controls: 0 for no effect and ±100 for the full control effect
Target sequence (Q13526 whole entry, looked up): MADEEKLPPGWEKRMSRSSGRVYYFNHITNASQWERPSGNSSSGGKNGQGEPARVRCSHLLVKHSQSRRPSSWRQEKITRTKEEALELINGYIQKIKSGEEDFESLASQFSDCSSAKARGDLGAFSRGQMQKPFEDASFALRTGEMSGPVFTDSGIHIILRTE
HP1b chromo inh = HP1-beta chromodomain-methylated histone interaction inhibition; AlphaScreen HP1-beta / biotin-H3K9me3 peptide binding; Potency, µM (highest dose often 114 µM), without a hit: at the highest dose activity change, negative = inhibition, usual class: inhibitors; actives 0.56% (n = 390,000); also: nearly all actives have a fitted effect of over 70% in size; inactives centre near 23
Target sequence (P83916 whole entry, looked up): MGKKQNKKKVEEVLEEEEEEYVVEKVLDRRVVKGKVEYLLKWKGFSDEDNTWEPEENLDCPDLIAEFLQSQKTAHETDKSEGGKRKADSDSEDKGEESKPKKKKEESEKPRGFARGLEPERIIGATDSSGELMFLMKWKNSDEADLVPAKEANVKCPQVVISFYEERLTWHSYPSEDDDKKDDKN
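HP1-beta protein (50 nM final) preincubated 30 min at room temperature with biotinylated H3(1-18)K9me3 peptide (50 nM) in PBS pH 7.4, 0.01% Tween-20, then compound added for 30 min. AlphaScreen streptavidin donor/nickel chelate acceptor beads (10 ug/mL final), 30 min dark, luminescence read.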
GLS inh = blocks human kidney-isoform glutaminase activity. O94925. GLS enzymatic activity, qHTS titration. Potency, µM (doses to about 45.5 µM), inactives show top-dose activity change, negative = inhibition, hits mostly inhibitors. actives 0.21% (n = 410,000). AID 624170; also: % is scaled to controls: 0 for no effect and ±100 for the full control effect
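Human kidney-isoform GLS in 45 mM KH2PO4 pH 8.2, 0.02% Tween-20, with compound, started with 1mM L-Glutamine (added stock). Glutamate oxidase/HRP/Amplex red coupled fluorescence read at start and after 30 min at RT.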
JMJD2A Tudor = blocks the human JMJD2A Tudor domain | actives 4.4% (n = 390,000) | AlphaScreen JMJD2A-Tudor / H3K4me3 peptide binding | Potency, µM (highest dose often 114 µM), inactives show top-dose activity change, negative = inhibition, usual class: inhibitors | O75164; also: % is scaled to controls: 0 for no effect and ±100 for the full control effect; nearly all actives have a fitted effect of over 50% in size
TrxR1 inh = inhibitors of rat thioredoxin reductase 1; O89049; recombinant rTrxR1, NADPH fluorescence consumption, selenite substrate; Potency, µM (series often up to 114 µM), without a hit: at the top dose activity change, negative = inhibition, most hits filed as inhibitors; actives 1% (n = 390,000); AID 588453; also: % is scaled to controls: 0 for no effect and ±100 for the full control effect; nearly all actives have a fitted effect of over 65% in size
Target sequence (O89049 whole entry, looked up): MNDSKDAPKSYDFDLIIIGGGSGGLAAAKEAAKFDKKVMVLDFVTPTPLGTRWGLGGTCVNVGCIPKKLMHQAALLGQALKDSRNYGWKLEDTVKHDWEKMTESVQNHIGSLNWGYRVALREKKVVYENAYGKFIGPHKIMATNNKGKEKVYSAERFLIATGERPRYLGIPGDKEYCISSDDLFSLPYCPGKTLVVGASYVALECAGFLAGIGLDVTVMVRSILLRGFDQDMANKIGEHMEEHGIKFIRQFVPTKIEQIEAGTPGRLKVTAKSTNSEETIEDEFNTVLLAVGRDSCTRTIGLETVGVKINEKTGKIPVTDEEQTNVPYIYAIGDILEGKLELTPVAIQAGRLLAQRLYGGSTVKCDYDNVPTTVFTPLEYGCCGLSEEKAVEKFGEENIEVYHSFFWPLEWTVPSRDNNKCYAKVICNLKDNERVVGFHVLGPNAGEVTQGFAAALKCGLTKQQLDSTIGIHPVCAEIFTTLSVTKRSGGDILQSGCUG
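Rat TrxR1 (90 nM in the dispensed reagent) was pre-reduced with 400 uM NADPH for 5 min at room temperature, then incubated with compound for 15 min. After 400 uM selenite was added, NADPH fluorescence (Ex 340/Em 450 nm) was followed for 8 min.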
PGK inhibitor = blocks T. brucei phosphoglycerate kinase; PGK/GAPDH coupled, Kinase-Glo luminescence, 60 min; actives 0.043% (n = 380,000); Potency, µM (titrated, usually from 57.5 µM), without a hit: at the highest dose activity change, negative = inhibition, most hits filed as inhibitors; P07378; also: % is scaled to controls: 0 for no effect and ±100 for the full control effect; nearly all actives have a fitted effect of over 60% in size
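Luminescent ATP detection (Kinase-Glo Plus) follows a 60-minute room-temperature incubation, with wells lacking PGK as controls. Buffer: 100 mM TEA (pH 7.6), 5 mM MgCl2, 0.01% Tween-20. Coupling enzyme GAPDH (100 nM final) supplies unstable 1,3-BPG in-well.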
ALOX12 inh = ALOX12 (human) lipoxygenase inhibition; P18054; purified 12hLO, xylenol orange hydroperoxide absorbance; Potency, µM (titrated, usually from 108 µM), for the others: top-dose activity change, negative = inhibition, actives largely listed as inhibitors; actives 1.1% (n = 580,000); AID 1671190; also: % is scaled to controls: 0 for no effect and ±100 for the full control effect
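Hydroperoxide product was detected by ferrous iron/xylenol orange as the 573 to 405 nm absorbance ratio. Arachidonic acid at 40 uM (final) was turned over for 30 min at room temperature by 150 nM human 12hLO, pH 7.0 Hepes buffer, after 15 min compound preincubation.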
ERG-DNA inh = inhibitors of human ERG Ets domain-DNA interaction; AID 624246; fluorescence polarization, His-ERG Ets domain / labelled DNA; actives 0.028% (n = 370,000); P11308; Potency, µM (titrated, usually from 76.9 µM), inactives show top-dose FP activity, negative = inhibition, most hits filed as inhibitors; active = well fitted inhibition curve with a large enough effect in the polarisation, with a control signal flat; inconclusive = small, poorly fitted or top-dose-only effect, or effect the other way, or a change in a side signal; inactive = no such curve, though single readings can be large or run the other way; the % refers to the polarisation;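 also: polarization taken with two DNA probes labelled with fluorescein and Texas red; % of control where 0% means no effect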
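His-tagged ERG Ets domain (1 uM in the protein solution; 300mM KCl, 50mM Tris-HCl, 1mM EDTA, 1mM DTT, pH 7.5) received compound, then a probe mix of 5 nM fluorescein-DNA and 100nM Texas-615-DNA. Fluorescence polarization was read for both dyes.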
The depositor's hits bear a star; i = inactive; ? = inconclusive; . = not tested or not shown; [ ] = remark or other dose. Unless noted, calls follow the shape of the dose curve; as a rule, active = well fitted curve in the direction sought with a large enough effect; inconclusive = small, poorly fitted or top-dose-only effect, or another doubt; inactive = no such curve, though single readings can be large; an effect the other way counts as inactive or inconclusive. Potency is read from the fitted curve at half-maximal effect. This is a subset; the hit share may differ from the screen's.

RGS4 inhibitor,Pin1 inh,HP1b chromo inh,GLS inh,JMJD2A Tudor,TrxR1 inh,PGK inhibitor,ALOX12 inh,ERG-DNA inh,smiles
14%,-10%,28%,4%,-3%,27%,-5%,-6%,6%,O=C(O)CCNS(=O)(=O)c1cccc2nsnc12
16%,-2%,21%,6%,-10%,1%,.,2%,1%,CCOc1ccccc1NC(=O)CN(C)S(=O)(=O)c1ccc2nc(C)sc2c1
14%,-10%,13%,-11%,-20%,19%,i,95%,8%,O=C(c1n[nH]c2ccccc12)N1CCN(S(=O)(=O)c2ccccc2)CC1
-19%,-5%,29%,-13%,1%,0%[57.1 µM],i,18%,0%,Cc1ccc(S(=O)(=O)NCCCCC(NC(=O)OC(C)(C)C)C(=O)O)cc1 (centres undefined) (tested in a mixture with another compound)
28%,-6%,22%,0%,-23%,6%,-9%,-20%,-3%,O=C(NCCCO)C(=O)c1c(-c2ccccc2)cc2ccccn12
-9%,1%,35%,-4%,-20%,15%[57.1 µM],i,15%[57.4 µM],-1%,Cc1csc2nc(CNS(=O)(=O)N(C)C)cn12
10%,-1%,40%[activator],0%,4%,19%,i,-18%,7%,CCOc1ccc(N2CC(C(=O)Nc3cccc(S(=O)(=O)NC4=NCCC4)c3)CC2=O)cc1 (centres undefined)
2%,8%,12%,-1%,8%,-11%,-9%,-10%,1%,Nc1nnc(CSCc2ccc(Cl)cc2)s1
-10%,-8%,18%,14%,-5%,22%,-5%,-10%,9%,COc1ccc(S(=O)(=O)N2CCC(C(=O)NC3CC3)CC2)cc1C
30%,20%,19%,-3%,-12%,32%,9%,2%,-2%,COc1ccc(C)cc1-n1nnc(-c2nc(-c3ccccc3Cl)no2)c1N
-3%,-2%,49%[activator],4%,-10%,18%,-11%,11%,9%,CCOc1ccc(NC(=O)CCC(=O)NNC(=O)COc2ccc(C)cc2Br)cc1
-5%,-3%,5%,6%,-16%,4%[57.1 µM],i,105%[activator],1%,COc1ccc(NC(=O)Nc2ccc3nonc3c2)cc1
-25%,-2%,53%[activator],-13%,0%,21%,-1%,?,-2%,CC(=O)c1cccc(NC(=O)C2C(c3ccccc3)C2(Cl)Cl)c1 (centres undefined)
?,-8%,97%[activator],4%,75%[activator],?,-5%,12%,12%,O=C(C(Br)=Cc1ccccc1)c1ccccc1
-34%,11%,12%,-2%,-12%,2%,-5%,-7%,-1%,CC(NCC(=O)Nc1cc(S(=O)(=O)N2CCOCC2)ccc1Cl)c1ccc(Cl)cc1Cl (centres undefined)
-14%,1%,17%,5%,-8%,13%[57.1 µM],-1%,-15%,-4%,COC(=O)c1c(C)noc1-c1cc(C)on1
-2%,-11%,12%,0%,?,45µM*,-3%,-1%,12%,CCOC(=O)C1=C(C)N=c2s/c(=C3/C(=O)Nc4ccccc43)c(=O)n2C1c1ccc(C)cc1 (centres undefined)
31%,4%,12%,4%,-20%,-11%,-1%,-17%,0%,CCOC(=O)c1c(C)[nH]c(C(=O)COC(=O)C23CC4CC(CC(Cl)(C4)C2)C3)c1C
6%,2%,28%,1%,32µM*,5%[57.1 µM],6%,?,-1%,COc1ccccc1NC(=O)CSc1nc2ccccc2c2nc(-c3ccccc3)nn12
-3%,-8%,29%,-10%,-9%,-12%,i,0%,0%,CS(=O)(=O)CCC(C(=O)N1CCOCC1)N1C(=O)c2cc(Cl)c(Cl)cc2C1=O (centres undefined)
-5%,1%,-18%,-6%,-10%,19%[57.1 µM],-3%,-3%,-4%,COC(=O)CN1CC(=O)N(c2ccccc2)C1=S
-12%,1%,16%,7%,-12%,17%,.,-2%,5%,CS(=O)(=O)N1CCC(C(=O)N2CCc3ccccc3C2)CC1
11%,-2%,31%,6%,0%,8%[57.1 µM],1%,28%,-10%,COc1ncnc2c1NC(=O)CS2
20%,0%,45%[activator],8%,1%,4%,1%,-15%,1%,CCOc1ccc(CC(=O)OCn2nnc3ccccc3c2=O)cc1

4 compounds from above, ordered by molecular weight, falling:
RGS4 inhibitor,Pin1 inh,HP1b chromo inh,GLS inh,JMJD2A Tudor,TrxR1 inh,PGK inhibitor,ALOX12 inh,ERG-DNA inh,smiles
31%,4%,12%,4%,-20%,-11%,-1%,-17%,0%,CCOC(=O)c1c(C)[nH]c(C(=O)COC(=O)C23CC4CC(CC(Cl)(C4)C2)C3)c1C
-12%,1%,16%,7%,-12%,17%,.,-2%,5%,CS(=O)(=O)N1CCC(C(=O)N2CCc3ccccc3C2)CC1
-5%,-3%,5%,6%,-16%,4%[57.1 µM],i,105%[activator],1%,COc1ccc(NC(=O)Nc2ccc3nonc3c2)cc1
-9%,1%,35%,-4%,-20%,15%[57.1 µM],i,15%[57.4 µM],-1%,Cc1csc2nc(CNS(=O)(=O)N(C)C)cn12

Next structures:
RGS4 inhibitor,Pin1 inh,HP1b chromo inh,GLS inh,JMJD2A Tudor,TrxR1 inh,PGK inhibitor,ALOX12 inh,ERG-DNA inh,smiles
-3%,3%,58%[activator],-6%,20%,28%[57.1 µM],-10%,0%,-3%,Cn1cnnc1SCC(=O)n1c2ccccc2c2ccccc21
-7%,-4%,16%,5%,-6%,5%[57.1 µM],-5%,-10%,2%,CCOC(=O)c1c(CSc2nc(C)cc(C)c2C#N)n(C)c2cc(Br)c(OC(C)=O)cc12
-16%,?,22%,5%,-15%,5%,-3%,?,-7%,CC1=C(C(=O)OCc2ccccc2)C(c2ccccc2OS(=O)(=O)c2ccc(C)cc2)NC(=O)N1CCCC(=O)O (centres undefined)
-15%,?,33%,0%,-13%,-4%,-3%,-2%,-2%,COc1cc(/C=N/NC(=O)C2c3ccccc3Oc3ccccc32)ccc1O
7%,2%,54%[activator],1%,-12%,23%[57.1 µM],1%,377%[activator],3%,COC(=O)c1cc(S(=O)(=O)NCc2cccc(OC)c2)cn1C
-16%,-6%,-23%,-7%,-28%,-2%,-7%,-9%,6%,CSc1ccc(S(=O)(=O)NCC(=O)OCC(=O)NCc2ccco2)cc1[N+](=O)[O-]
16%[11.4 µM],3%,125%[activator],1%,37%[activator],-5%,-4%,0%,4%,COc1ccccc1-c1nc2ccccc2nc1-c1ccccc1
10%,0%,30%,-17%,7%,21%,-11%,-2%,-1%,COc1ccc(-c2cc3c(=O)n(CC(=O)N4CCCC4)ncn3n2)cc1
-19%,38%[activator],1%,-11%,-24%,29%[57.1 µM],2%,-15%,0%,COc1cccc(NC(=O)Cn2nnc(-c3nc(-c4ccccc4)no3)c2N)c1
5%,3%,20%,0%,-14%,22µM*,0%,-5%,3%,O=c1[nH]c2cc3c(cc2cc1C(c1nnnn1CC1CCCO1)N1CCCCCC1)OCCO3 (centres undefined)
-20%,2%,9%,4%,-13%[57.1 µM],?,-1%,?,-8%,Cc1ccccc1C(=O)NC(=S)Nc1ccc(Cc2ccncc2)cc1
-23%,4%,38%,6%,-17%,8%,2%,40%[activator],-16%,COc1ccccc1CNC(=O)COC(=O)C12CC3CC(CC(O)(C3)C1)C2
0%,0%,4%,?,-1%,14%,-5%,10%,.,O=C(NC1CCN(C(=S)NCc2ccco2)CC1)C1CCCCC1
10%,0%,55%[activator],-9%,-5%,14%,-9%,?,-6%,COc1cc(S(=O)(=O)NCCCn2ccnc2)ccc1Cl
-4%,-5%,73%[activator],13%,22%,17%[11.4 µM],-1%,-10%,-9%,COc1ccc(CCc2cc(OC)c(OC)c(OC)c2)cc1
16%,9%,37%,0%,6%,26%,-10%,11%,1%,Cn1ccc(C(=O)Nc2ccc3c(c2)OCCO3)n1
13%,-5%,42%[activator],-3%,-14%,24%,-6%,-3%,6%,COc1ccc(C2NC(=O)CCC2[N+](=O)[O-])c(OC)c1 (centres undefined)
-4%,2%,24%,4%,-12%,-4%,-1%,-5%,.,CC(=O)N/C(=C/c1ccc(OS(=O)(=O)c2ccc(C)cc2)cc1)C(=O)NCCO
2%,?,7%,-6%,-31%,-33%,1%,-18%,-6%,CCCN1CC=C2C(C#N)=C(N)C(C#N)(C#N)C(c3cc(OC)ccc3OC)C2C1 (centres undefined)
22%,2%,2%,0%,-4%,28%,-5%,9%,1%,C=C1C(C(=O)Nc2ccc(OC)cc2)C1C(=O)Nc1ccc(OC)cc1 (centres undefined)
14%,5%,19%,2%,-6%,20%,4%,0%,1%,COCCCNC(=O)c1ccc(OC)c(OC2CCN(C(C)C)CC2)c1
-32%,-1%,69%[activator],-5%,6%,10%,.,8%,4%,O=C(CN1CCOCC1)Nc1ccc(F)cc1
-9%,1%,37%,-15%,1%,12%,-3%,245%[activator],1%,CCCC12CN3CC(C)(CN(C1)C3c1ccc(OC)cc1)C2=O (centres undefined)
25%,1%,10%,7%,-13%,22%,i,-12%,5%,CC(C)Oc1ccc(CSc2nnc3n(C)c(=O)c4c5c(sc4n23)CCCC5)cc1
1%,?,19%,-7%,-9%,15%[57.1 µM],-5%,1%,-10%,NC(=O)CC(NC(=O)Cc1ccc(Br)cc1)c1ccc(NCCc2ccc(F)cc2)c([N+](=O)[O-])c1 (centres undefined)
0%,-10%,21%,4%,-20%,-15%,-6%,11%,22%,CCCN(CC(=O)Nc1ccccc1C)C(=O)COc1ccc2c(c1)CCC2
16%,-2%,7%,4%,-22%,17%,-12%,-9%,-4%,CN1CCN(C(=O)c2ccccc2N(Cc2ccccc2)S(=O)(=O)c2ccccc2)CC1
